Bioassay records deposited in PubChem by several laboratories.
PfHsp40 rescue – rescue of PfHsp40-mediated yeast toxicity. AID 504582. hit rate 0.68% among 340,000. S. cerevisiae expressing PfHsp40, growth rescue, ATP luminescence. growth rescue, % at 12.5 µM; in the data active = growth rescue above about 28%, passing the limit was not always enough; inconclusive = no clear call, values can overlap the other calls;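 note: yeast W303a lacking pdr1 and pdr3 grown in galactose medium; growth measured after three days at 30 °C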
BH1578 lux ind – induces V. cholerae light production without autoinducers; hit rate 0.16% among 350,000; AID 588436; activation, % at 18.7 µM; V. cholerae BH1578 lux reporter, luminescence, 6 h; in the data active = activation mostly above about 9.7%, no sharp cut-off; inconclusive = no clear call, values can overlap the other calls; inactive = mostly below about 3.7%; note: not every result past the cut was called active; inactives centre near 0; reference of the scale not given here
Anthrax LF prot – inhibitors of Bacillus anthracis lethal factor protease. P15917. multiplex microsphere protease cleavage assay, LF. inhibition, % at 10 µM. hit rate 0.12% among 360,000. AID 588501; in the data active = inhibition above about 30%; inconclusive = no clear call, values can overlap the other calls; note: plate controls were buffer without enzyme for full effect and enzyme alone for no effect
PriA SSB inh – inhibitors of Klebsiella pneumoniae PriA binding to SSB C-terminal tail; hit rate 0.6% among 430,000; inhibition, % at 33 µM; AID 1272365; AlphaScreen SSBct-PriA binding, biotinylated peptide; in the data active = inhibition mostly above about 37%, no sharp cut-off; inactive = mostly below about 20%;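 note: plate controls were negative control peptide for no effect and reference peptide for full effect; strong numbers were not always called active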
MazF activator – MazEF (E. coli) toxin RNase activation; P0AE70; hit rate 0.32% among 350,000; activation, % at 20 µM; FAM/BHQ RNA-DNA oligo cleavage fluorescence, 5 h; in the data active = activation above about 50%
VHR inh abs – inhibitors of human VHR1 phosphatase (DUSP3); recombinant VHR phosphatase, pNPP absorbance; hit rate 0.52% among 290,000; inhibition, % at 13.3 µM; in the data active = inhibition above about 50%; note: some compounds called inactive have numbers as strong as hits
Y pestis TopoI – Y. pestis Topo-I inhibition via cleavage products; Y. pestis Topo-I cleavage product accumulation, plate reader; activity, % at 10 µM; hit rate 0.064% among 360,000; AID 504884; in the data active = activity above about 50%, passing the limit was not always enough; inconclusive = no clear call, values can overlap the other calls; note: inactives centre near 2
Rv3671c inh – Rv3671c (M. tuberculosis) protease inhibition. P9WHR9. inhibition, % at 5.96 µM. hit rate 0.048% among 320,000; in the data active = inhibition above about 38%;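 note: extracellular domain of Rv3671c used as enzyme; 0% = enzyme with DMSO and 100% = no enzyme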
SARS 3CLpro inh – SARS-CoV 3CLpro protease inhibition. P0C6X7. recombinant SARS-CoV 3CLpro, quenched FRET peptide cleavage. inhibition, % at 6 µM. hit rate 0.14% among 290,000. AID 1706; in the data active = inhibition above about 12%
TcdB GH inh – inhibitors of Clostridioides difficile toxin B glycohydrolase | P18177 | TcdB glycohydrolase enzymatic assay, plate reader | inhibition, % at 9.99 µM | hit rate 0.24% among 350,000; in the data active = inhibition above about 10%
* = called active by the depositor; i = inactive; ? = inconclusive; · = no result given; & = joins results of further samples. An excerpt. The share of hits here may be higher or lower than overall.

No.	structure	PfHsp40 rescue	BH1578 lux ind	Anthrax LF prot	PriA SSB inh	MazF activator	VHR inh abs	Y pestis TopoI	Rv3671c inh	SARS 3CLpro inh	TcdB GH inh
1	COc1cccc(-n2c(CN3CCN(c4ccccc4)CC3)nc3ccc([N+](=O)[O-])cc3c2=O)c1	1.2	-0.4	-3	-4	8	5	16	0	-2	0.6
2	CN1CCN(c2ccc(Cl)cc2N)CC1	-0.9	i	-1	0	4	10	-5	-3	-2	1.3
3	C=CCN(CC=C)C(=O)CN1C(=O)NC(c2ccccc2)(c2ccccc2)C1=O	0.7	i	-7	3	-5	35	1	3	4	1.3
4	CCN(C(=O)COc1ccc(C(=O)c2ccccc2)cc1)c1ccccc1	-0.3	i	1	-5	7	21	51*	0	0	0.5
5	CCOC(=O)C1(CCOc2ccccc2)CCN(Cc2cccc(-n3cccn3)c2)CC1	-0.5	0.0	5	-2	-3	16	11	-2	2	1.5
6	COC(=O)Cc1cc(=O)[nH]c(/N=C(\N)Nc2ccccc2C)n1	0.2	i	-6	·	-10	22	-3	1	-2	·
7	Cc1cc(C)n(C(=O)c2cc3c(s2)CCCC3)n1	0.4	7.7	-6	-74	-8	9	-5	0	3	·
8	CC(C)(C)NC(=O)CN(C(=O)CS(=O)CC(=O)Nc1ccc(F)cc1)c1ccc(F)c(Cl)c1 (centres undefined)	0.5	i	0	-8	-5	10	14	2	4	·
9	COc1ccc(CCNC(=S)N2CCN(S(=O)(=O)c3cccc(F)c3)CC2)cc1	-0.8	i	1	12	-5	·	25	0	·	1.1
10	Cc1ccc(C)c(NC(=O)c2nnn(Cc3ccccc3C)c2N)c1	3.9	i	-2	-16	-1	25	3	-5	-6	·
11	Cc1nnc(C)c2c(C)n(-c3ccc4ncccc4c3)c(C)c12	-0.1	i	-7	8	0	28	5	3	1	1.1
12	Cc1ccc(C(=O)c2cn[nH]c2-c2cc(Cl)ccc2O)cc1	4.1	-4.0	-1	-3	-2	7	-13	-17	-2	·
13	COc1ccc(OC)c(NC(=O)c2csc(Cl)c2OC)c1	1.6	-5.6	2	-14	1	11	0	-23	-7	0.8
14	O=C(Nc1ccnc(-c2cccnc2)n1)c1ccc(Cl)c(Cl)c1	-0.8	-0.2	-3	-24	-53	34	2	3	1	·
15	Cc1cc(SCc2ccccc2C)nc(=O)[nH]1	0.7	i	-5	-17	5	-13	0	-3	4	1.8
16	CC(C)C1Oc2cc3oc(=O)ccc3cc2C1=O (centres undefined)	1.8	i	6	-15	-33	25	1	4	0	-0.2
17	CCOCCCN(C(=O)c1snc(C(N)=O)c1N)C(C(=O)NCCC(C)C)c1ccc(Cl)cc1 (centres undefined)	1.0	0.0	-13	5	-3	-4	34	-6	-2	1.7
18	Fc1ccccc1-c1n[nH]c(=S)n1Cc1ccccc1	-0.9	i	-2	-1	7	5	4	-6	-2	-0.2
19	O=C(O)/C(=C\c1ccco1)NC(=O)c1ccccc1	19	-0.2	-4	-6	-4	10	-2	-3	4	-1.0
20	Cc1cc(C)c(C)c(S(=O)(=O)ON2C(=O)c3ccccc3C2=O)c1C	-0.2	i	4	-10	-2	45	3	-1	7	1.6

Look-ups from the list.
Under VHR inh abs, compound 6 is listed with 22
Under BH1578 lux ind, compound 12 is listed with -4.0
Under BH1578 lux ind, compound 19 is listed with -0.2
Under SARS 3CLpro inh, compound 11 is listed with 1
Under SARS 3CLpro inh, compound 14 is listed with 1

Reprinted at random: five entries already listed, in no set order.
No.	structure	PfHsp40 rescue	BH1578 lux ind	Anthrax LF prot	PriA SSB inh	MazF activator	VHR inh abs	Y pestis TopoI	Rv3671c inh	SARS 3CLpro inh	TcdB GH inh
10	Cc1ccc(C)c(NC(=O)c2nnn(Cc3ccccc3C)c2N)c1	3.9	i	-2	-16	-1	25	3	-5	-6	·
19	O=C(O)/C(=C\c1ccco1)NC(=O)c1ccccc1	19	-0.2	-4	-6	-4	10	-2	-3	4	-1.0
12	Cc1ccc(C(=O)c2cn[nH]c2-c2cc(Cl)ccc2O)cc1	4.1	-4.0	-1	-3	-2	7	-13	-17	-2	·
6	COC(=O)Cc1cc(=O)[nH]c(/N=C(\N)Nc2ccccc2C)n1	0.2	i	-6	·	-10	22	-3	1	-2	·
17	CCOCCCN(C(=O)c1snc(C(N)=O)c1N)C(C(=O)NCCC(C)C)c1ccc(Cl)cc1 (centres undefined)	1.0	0.0	-13	5	-3	-4	34	-6	-2	1.7

Quoted from above: compounds 1–3
No.	structure	PfHsp40 rescue	BH1578 lux ind	Anthrax LF prot	PriA SSB inh	MazF activator	VHR inh abs	Y pestis TopoI	Rv3671c inh	SARS 3CLpro inh	TcdB GH inh
1	COc1cccc(-n2c(CN3CCN(c4ccccc4)CC3)nc3ccc([N+](=O)[O-])cc3c2=O)c1	1.2	-0.4	-3	-4	8	5	16	0	-2	0.6
2	CN1CCN(c2ccc(Cl)cc2N)CC1	-0.9	i	-1	0	4	10	-5	-3	-2	1.3
3	C=CCN(CC=C)C(=O)CN1C(=O)NC(c2ccccc2)(c2ccccc2)C1=O	0.7	i	-7	3	-5	35	1	3	4	1.3

Continued:
No.	structure	PfHsp40 rescue	BH1578 lux ind	Anthrax LF prot	PriA SSB inh	MazF activator	VHR inh abs	Y pestis TopoI	Rv3671c inh	SARS 3CLpro inh	TcdB GH inh
21	CSc1ncccc1C(=O)NCc1nnc2ccccn12	-0.4	-0.9	-14	-11	5	·	5	2	·	2.0
22	O=C1OCCN1C(=O)[C@H]1[C@H](c2ccc(F)cc2)C(c2ccccc2)=NN1c1ccccc1	0.3	-6.2	-13	-35	-4	·	-11	·	·	0.2
23	O=C(CN(Cc1ccco1)C(=O)c1cccc(Cl)c1)Nc1c(Cl)cc(Cl)cc1Cl	0.3	i	2	3	4	25	0	-2	-2	·
24	O=C(NC1CC1)C1CCCN(C(=O)Nc2ccc(F)cc2)C1 (centres undefined)	2.2	i	-8	-10	-10	-5	3	-3	-2	·
25	CC(/C=C1\SC(=S)N(CCCC(=O)Nc2ccc(C(=O)O)c(O)c2)C1=O)=C\c1ccccc1	·	·	·	23	2	5	·	-14	9	·
26	Cc1cc(NC(=O)CCCC(=O)N(c2ccccc2)C(C(=O)NC2CCCCC2)c2cccs2)no1 (centres undefined)	-0.6	-0.3	-3	5	-6	13	0	11	-8	·
27	Cc1cc(=O)oc(C)c1C(=O)NCc1cccnc1	-0.5	-1.0	-15	-3	8	25	5	-3	-7	1.2
28	O=C(CNC(=O)N1CC(=O)Nc2ccccc21)Nc1ccc(F)c(Cl)c1	-0.9	-6.7	-1	-14	3	5	-7	1	1	-0.5
29	COc1ccc(N(CC(=O)Nc2cc(OC)cc(OC)c2)S(=O)(=O)c2c(C)n[nH]c2C)cc1	-0.5	-0.2	-2	-3	6	12	12	-1	9	0.2
30	O=C(c1ccc([N+](=O)[O-])o1)N1CCc2ccccc21	2.5	1.7	9	9	2	-3	-5	-6	-3	0.8
31	Cc1cn(CC(=O)N[C@H](C)c2cccc3ccccc23)c(=O)[nH]c1=O	0.6	-1.3	0	2	6	·	-8	·	·	-1.0
32	Cn1ccc(NC(=O)CCl)n1	0.1	-1.6	-3	-8	-1	-5	-1	10	3	0.0
33	Cc1ccc(CNC(=O)C2(S(=O)(=O)c3ccc(C)cc3)CC2)cc1	-0.3	-0.4	-1	-4	6	-8	7	2	-3	0.9
34	Cc1ccc(C)n1-c1nc(=S)[nH][nH]1	-1.8	-2.4	-1	-14	0	23	1	0	-4	·
35	O=C(Cn1cc(C(=O)C2CC2)c2ccccc21)Nc1ccccc1Cl	-0.3	-0.2	-10	-6	5	30	7	4	0	0.5
36	O=C1CS/C(=C\[N+](=O)[O-])N1c1ccc(OC(F)(F)F)cc1	-0.6	-0.3	-39	3	3	21	-18	0	3	·
37	COc1cc(-c2noc(C)c2C(=O)NCc2ccc(C)o2)cc(OC)c1OC	-0.9	i	4	4	11	·	5	0	·	0.1
38	COC(=O)Cn1cnc(C(=O)Nc2ccc(C)c(C)c2)n1	-0.3	-2.0	-4	1	10	·	2	·	·	0.4
39	O=C(c1sc2cccc(F)c2c1Cl)N1CCN(c2ncccn2)CC1	0.1	-0.4	0	19	8	17	2	-4	3	·
40	O=Cc1cc(N=Nc2cccc(C(=O)O)c2)ccc1O	?	-0.2	0	-17	-1	13	-4	-12	3	0.2

(list continues)
No.	structure	PfHsp40 rescue	BH1578 lux ind	Anthrax LF prot	PriA SSB inh	MazF activator	VHR inh abs	Y pestis TopoI	Rv3671c inh	SARS 3CLpro inh	TcdB GH inh
41	CC(N=Cc1c(O)c2ccccc2oc1=O)C(=O)O (centres undefined)	-1.1	-0.6	0	-5	-5	18	-3	1	2	0.1
42	O=C1CCc2cc(S(=O)(=O)Nc3cccc(Cl)c3)ccc2N1	·	-1.1	-9	·	·	·	3	·	·	5.0
43	COc1ccc(N2CCN(C(=O)CNC(=O)c3ccccc3Cl)CC2)cc1	-1.8	3.6	8	-2	5	-35	5	3	-2	1.2
44	COc1cc(NC(=O)NCCN2CCN(c3ccccc3)CC2)cc(OC)c1OC	1.3	-0.8	16	6	-13	17	-10	-1	-2	1.3
45	CNC(=O)CSc1nc2cccnc2n1-c1ccc(F)cc1	0.7	i	16	-7	4	8	-1	·	4	-0.1
46	C1CCc2c(c(N3CCOCC3)nc3sc4c(N5CCOCC5)nnnc4c23)C1	-0.4	-0.7	-3	-10	9	·	-6	·	·	-2.1
47	CCCNC(=O)c1cc(-c2ccc(OC)cc2)on1	-0.7	0.3	-2	-22	-6	31	3	-4	-1	·
48	COc1cc(/C=C2\C(=O)ON=C2c2ccccc2)cc(Cl)c1O	0.2	i	-6	-20	-203	16	-12	-12	7	0.3
49	Cc1cc(C)nc(SCC(=O)NN=C2CCCC2)n1	-1.3	-0.4	0	-8	-10	21	-6	2	0	2.8
50	Cc1ccccc1NC(=O)CNC(=O)N1CC(=O)Nc2ccccc21	·	-0.6	-5	·	4	·	6	·	·	1.6
51	Cc1nnc(Sc2nc3c(c(=O)n(C)c(=O)n3C)n2Cc2ccccc2Cl)s1	-0.4	-11	-10	-8	3	·	16	-8	-3	·
52	NS(=O)(=O)c1ccc(CCNC(=O)C2CCCN(S(=O)(=O)c3cccnc3)C2)cc1 (centres undefined)	-1.3	-0.2	1	-19	5	4	5	0	2	1.2
53	NCC[C@H](O)C(=O)N[C@@H]1C[C@H](N)[C@@H](O[C@H]2O[C@H](CN)[C@@H](O)[C@H](O)[C@H]2O)[C@H](O)[C@H]1O[C@H]1O[C@H](CO)[C@@H](O)[C@H](N)[C@H]1O	-1.7	-0.4	-4	-6	10	9	-34	·	-4	0.6
54	O=C1CC(N2CCN(c3ccccn3)CC2)C(=O)N1c1ccc(F)cc1 (centres undefined)	1.3	i	-10	-4	-22	11	4	-4	-2	1.3
55	NC(=O)c1cccc(-c2cccc3nccn23)c1	·	-0.3	-4	·	·	·	3	·	·	1.2
56	C=CCNC(=O)C(=O)NCC(c1ccc2c(c1)OCO2)N1CCOCC1 (centres undefined)	-2.3	-0.2	0	-3	0	39	2	-6	3	-0.4
57	Cc1ccc(-c2nnc(SCc3ccc(C#N)cc3)n2Cc2ccco2)cc1	-1.3	-0.4	-2	-8	-5	24	11	-2	1	·
58	CN(C)CCNC(=O)c1c(CSc2ccccc2)noc1C(=O)NCc1ccccc1	-0.9	-1.6	-10	-12	5	38	-13	-4	·	0.5
59	COc1c(/C=N/NC(=O)c2ccccc2O)c(CCN(C)C(C)=O)cc2c1OCO2	-0.7	3.4	-2	·	5	-2	2	-1	-3	·
60	Cc1ccc(OC(=O)N(C)C[C@@H]2OCc3cn(nn3)CCCC(=O)N([C@@H](C)CO)C[C@H]2C)cc1	·	i	-7	·	3	·	4	·	·	2.0&0.1&-1.0
